# NSD2 inh = NSD2 (human) methyltransferase inhibition; NSD2-SET H3K36me1 DELFIA fluorescence, biochemical; inhibition, % at 12.5 µM; actives 0.07% (n = 44,000); in the data active = inhibition above about 54%, passing the limit was not always enough;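 note: inhibitors reduce the monomethyl H3K36 fluorescence signal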
# Target sequence (O96028 whole entry, looked up): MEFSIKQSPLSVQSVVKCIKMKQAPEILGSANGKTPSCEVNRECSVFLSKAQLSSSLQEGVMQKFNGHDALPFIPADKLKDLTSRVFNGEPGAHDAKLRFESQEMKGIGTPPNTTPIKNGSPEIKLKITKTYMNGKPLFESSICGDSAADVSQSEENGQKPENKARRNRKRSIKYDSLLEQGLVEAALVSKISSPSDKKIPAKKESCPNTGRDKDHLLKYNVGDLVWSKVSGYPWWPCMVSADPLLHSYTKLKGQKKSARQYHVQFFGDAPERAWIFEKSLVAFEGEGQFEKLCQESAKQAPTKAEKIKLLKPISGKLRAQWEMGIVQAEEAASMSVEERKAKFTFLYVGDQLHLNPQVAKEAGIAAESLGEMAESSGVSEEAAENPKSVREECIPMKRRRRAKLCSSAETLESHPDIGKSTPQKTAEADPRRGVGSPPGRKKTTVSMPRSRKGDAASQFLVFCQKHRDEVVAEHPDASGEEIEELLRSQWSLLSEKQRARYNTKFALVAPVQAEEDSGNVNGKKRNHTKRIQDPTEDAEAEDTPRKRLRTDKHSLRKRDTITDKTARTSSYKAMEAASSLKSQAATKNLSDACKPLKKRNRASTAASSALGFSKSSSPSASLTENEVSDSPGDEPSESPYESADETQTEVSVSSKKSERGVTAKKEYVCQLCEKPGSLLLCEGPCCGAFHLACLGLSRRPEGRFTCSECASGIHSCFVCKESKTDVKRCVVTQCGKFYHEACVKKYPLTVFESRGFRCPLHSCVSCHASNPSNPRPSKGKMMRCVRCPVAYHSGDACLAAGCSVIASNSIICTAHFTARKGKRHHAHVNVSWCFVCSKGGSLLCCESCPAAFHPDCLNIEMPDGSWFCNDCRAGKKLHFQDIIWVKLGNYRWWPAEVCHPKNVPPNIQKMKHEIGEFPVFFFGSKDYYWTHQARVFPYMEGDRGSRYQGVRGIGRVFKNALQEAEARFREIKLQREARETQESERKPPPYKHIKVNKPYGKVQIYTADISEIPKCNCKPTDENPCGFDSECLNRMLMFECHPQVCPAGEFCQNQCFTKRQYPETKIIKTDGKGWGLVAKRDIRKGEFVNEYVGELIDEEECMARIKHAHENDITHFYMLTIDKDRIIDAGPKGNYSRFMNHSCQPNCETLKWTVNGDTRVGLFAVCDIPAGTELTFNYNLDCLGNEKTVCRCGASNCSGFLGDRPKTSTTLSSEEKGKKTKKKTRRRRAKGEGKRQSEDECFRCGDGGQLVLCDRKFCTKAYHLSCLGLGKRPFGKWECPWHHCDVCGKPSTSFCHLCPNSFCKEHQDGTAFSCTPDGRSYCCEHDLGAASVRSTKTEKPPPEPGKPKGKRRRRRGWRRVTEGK
# Numbers without * were called inactive; i = inactive; & = joins results of further samples. Not all compounds are listed, so the mix of outcomes need not match the whole.
SMILES,NSD2 inh
O=C(Nc1ccc2c(c1)[C@@H]1C[C@@H](CC(=O)N3CCCCC3)O[C@@H](CO)[C@@H]1O2)C1CCOCC1,-2
C[C@H](CO)N1C[C@H](C)[C@@H](CN(C)S(=O)(=O)c2cn(C)cn2)Oc2ccc(NS(=O)(=O)c3ccc(F)cc3)cc2CC1=O,1
COc1ccc(S(=O)(=O)Nc2ccc3c(c2)CC(=O)N([C@@H](C)CO)C[C@H](C)[C@H](CN(C)C(=O)NC2CCCCC2)O3)cc1,6
C[C@H](CO)N1C[C@H](C)[C@H](CN(C)Cc2ccc3c(c2)OCO3)OCCCC[C@H](C)Oc2ccc(NC(=O)CCCN(C)C)cc2C1=O,6
C[C@@H]1CN([C@H](C)CO)C(=O)c2cc(NC(=O)Nc3ccccc3)ccc2O[C@@H](C)CCCCO[C@@H]1CN(C)C(=O)CCC(F)(F)F,-4
C[C@H]1CN([C@@H](C)CO)C(=O)Cc2cc(NS(=O)(=O)c3cccs3)ccc2O[C@@H]1CN(C)C(=O)NC1CCCCC1,0
C[C@H](CO)N1C[C@H](C)[C@H](CN(C)C)Oc2cc(-c3cccc(C(=O)N(C)C)c3)ccc2S1(=O)=O,5
C/C=C/c1ccc2c(c1)O[C@@H](CN(C)C(=O)Nc1cccc(F)c1)[C@H](C)CN([C@H](C)CO)S2(=O)=O,0
COCC(=O)N(C)C[C@@H]1Oc2ncc(Br)cc2C(=O)N([C@H](C)CO)C[C@H]1C,8
CO[C@@H](CN(C)Cc1nccs1)[C@H](C)CN([C@@H](C)CO)S(=O)(=O)c1ccc(C)cc1,3
Cc1ccc(S(=O)(=O)Nc2ccc3c(c2)CC(=O)N([C@@H](C)CO)C[C@H](C)[C@@H](CN(C)C(=O)NC2CCCCC2)O3)cc1,-2
COc1ccc(S(=O)(=O)Nc2ccc3c(c2)C(=O)N([C@@H](C)CO)C[C@H](C)[C@@H](CN(C)S(=O)(=O)c2ccc(Cl)cc2)O3)cc1,-8

# Grouped by structure: those above with two or more sulfur atoms.
SMILES,NSD2 inh
C[C@H](CO)N1C[C@H](C)[C@@H](CN(C)S(=O)(=O)c2cn(C)cn2)Oc2ccc(NS(=O)(=O)c3ccc(F)cc3)cc2CC1=O,1
C[C@H]1CN([C@@H](C)CO)C(=O)Cc2cc(NS(=O)(=O)c3cccs3)ccc2O[C@@H]1CN(C)C(=O)NC1CCCCC1,0
CO[C@@H](CN(C)Cc1nccs1)[C@H](C)CN([C@@H](C)CO)S(=O)(=O)c1ccc(C)cc1,3
COc1ccc(S(=O)(=O)Nc2ccc3c(c2)C(=O)N([C@@H](C)CO)C[C@H](C)[C@@H](CN(C)S(=O)(=O)c2ccc(Cl)cc2)O3)cc1,-8

# (listing goes on)
SMILES,NSD2 inh
O=C(NC1CC1)C1=C[C@@H](c2coc3ccccc3c2=O)C[C@@H](OCCCCO)O1,-1
COc1ccc(NC(=O)N(C)C[C@H]2Oc3c(NS(=O)(=O)c4cn(C)cn4)cccc3C(=O)N([C@H](C)CO)C[C@@H]2C)cc1,-2
CC(C)NC(=O)N(C)C[C@@H]1Oc2ncc(C#CC3(O)CCCC3)cc2C(=O)N([C@@H](C)CO)C[C@H]1C,5
CCCN(C)C[C@@H]1Oc2ncc(-c3ccccc3F)cc2C(=O)N([C@@H](C)CO)C[C@@H]1C,0
Cc1noc(C)c1S(=O)(=O)Nc1ccc2c(c1)C(=O)N([C@H](C)CO)C[C@H](C)[C@H](CN(C)C)OCCCC[C@@H](C)O2,1
C[C@H]1CN([C@@H](C)CO)C(=O)Cc2cc(NC(=O)Nc3ccccc3)ccc2O[C@H]1CN(C)S(=O)(=O)c1cccs1,-10
Cc1ccc(S(=O)(=O)N(C)C[C@H]2Oc3c(NC(=O)c4ccc(-c5nccs5)cc4)cccc3C(=O)N([C@H](C)CO)C[C@H]2C)cc1,4
Cc1noc(C)c1S(=O)(=O)Nc1ccc2c(c1)C(=O)N([C@H](C)CO)C[C@H](C)[C@H](CN(C)C(=O)c1ccncc1)OCCCC[C@@H](C)O2,0
C[C@@H]1CN([C@H](C)CO)C(=O)c2cccc(NS(=O)(=O)c3ccc(Cl)cc3)c2O[C@H]1CN(C)Cc1ccc(Oc2ccccc2)cc1,1
O=C1c2ccccc2C(=O)N1C[C@@H]1CCCN(Cc2ccc(OCCO)cc2)C1,5
COc1ccc(C#Cc2cnc3c(c2)C(=O)N([C@H](C)CO)C[C@H](C)[C@H](CN(C)Cc2cccc(C)c2)O3)cc1OC,14
C[C@H]1CN([C@@H](C)CO)C(=O)Cc2cc(NC(=O)c3ccncc3)ccc2O[C@@H]1CN(C)C(=O)Nc1ccc(F)cc1,-2
Cc1noc(C)c1S(=O)(=O)Nc1ccc2c(c1)C(=O)N([C@H](C)CO)C[C@@H](C)[C@@H](CN(C)CC1CCCCC1)OCCCC[C@H](C)O2,-3
C[C@H]1CN([C@@H](C)CO)C(=O)c2cccc(NC(=O)C3CCCCC3)c2O[C@H]1CN(C)C(=O)Nc1ccc2c(c1)OCO2,1
O=C(C[C@@H]1C[C@H]2c3cc(NC(=O)NC4CCCCC4)ccc3O[C@H]2[C@H](CO)O1)NCc1cccnc1,5
COc1ccc(NC(=O)N(C)C[C@H]2OCCCC[C@H](C)Oc3ccc(NS(=O)(=O)c4ccc(Cl)cc4)cc3C(=O)N([C@H](C)CO)C[C@@H]2C)cc1,0
C[C@@H]1CN([C@@H](C)CO)C(=O)c2cc(C#Cc3cccnc3)cnc2O[C@H]1CN(C)C(=O)CC1CC1,-2
COc1ccc(CN(C)C[C@H]2Oc3c(NS(=O)(=O)c4ccccc4)cccc3C(=O)N([C@H](C)CO)C[C@H]2C)cc1,0
C[C@H]1CN([C@@H](C)CO)C(=O)c2cc(N(C)C)ccc2O[C@H]1CN(C)Cc1ccc2c(c1)OCO2,2
CCCNC(=O)N(C)C[C@@H]1Oc2ncc(C#Cc3ccccc3F)cc2C(=O)N([C@H](C)CO)C[C@H]1C,1
C[C@H](CO)N1C[C@H](C)[C@@H](CN(C)C(=O)c2cccc(F)c2)Oc2ncc(C3=CCCCC3)cc2C1=O,-1
C[C@@H]1CCCCO[C@H](CN(C)Cc2ccccc2)[C@H](C)CN([C@H](C)CO)C(=O)c2cc(NS(=O)(=O)c3ccccc3)ccc2O1,-4
C[C@H]1CN([C@@H](C)CO)C(=O)c2cc(/C=C/c3ccccc3)cnc2O[C@@H]1CN(C)S(=O)(=O)c1cn(C)cn1,31
C[C@@H]1CN([C@@H](C)CO)C(=O)c2cccc(NS(=O)(=O)c3ccccc3)c2O[C@H]1CN(C)S(=O)(=O)c1ccc(F)cc1,14

# Shown field by field: entries from further up.
C[C@H]1CN([C@@H](C)CO)C(=O)Cc2cc(NS(=O)(=O)c3cccs3)ccc2O[C@@H]1CN(C)C(=O)NC1CCCCC1
  NSD2 inh: 0
C/C=C/c1ccc2c(c1)O[C@@H](CN(C)C(=O)Nc1cccc(F)c1)[C@H](C)CN([C@H](C)CO)S2(=O)=O
  NSD2 inh: 0
COc1ccc(S(=O)(=O)Nc2ccc3c(c2)C(=O)N([C@@H](C)CO)C[C@H](C)[C@@H](CN(C)S(=O)(=O)c2ccc(Cl)cc2)O3)cc1
  NSD2 inh: -8

# Carrying on:
SMILES,NSD2 inh
COc1ccc(CN(C)C[C@@H]2OCCCC[C@H](C)Oc3ccc(NS(=O)(=O)c4ccccc4)cc3C(=O)N([C@H](C)CO)C[C@H]2C)cc1,1
C[C@H](CO)N1C[C@H](C)[C@H](CN(C)C(=O)Nc2ccc(F)cc2)Oc2c(NC(=O)C3CCCCC3)cccc2C1=O,6
C[C@@H]1CCCCO[C@@H](CN(C)Cc2ccccc2)[C@H](C)CN([C@@H](C)CO)C(=O)c2cc(NC(=O)c3ccccc3)ccc2O1,-3
CC(C)NC(=O)N(C)C[C@H]1Oc2c(NS(=O)(=O)c3ccc(F)cc3)cccc2C(=O)N([C@H](C)CO)C[C@@H]1C,3
CNC[C@@H]1Oc2ncc(-c3cccc(C(F)(F)F)c3)cc2C(=O)N([C@H](C)CO)C[C@@H]1C,2
C[C@@H]1CN([C@H](C)CO)C(=O)c2cccc(NS(=O)(=O)c3ccc(Cl)cc3)c2O[C@@H]1CN(C)CC1CCCCC1,5
CN(C)CCCN1C(=O)[C@@]2(Cc3ccccc31)c1ccccc1C(=O)N(C1CCCCC1)[C@H]2c1ccc(CO)cc1,1
COc1ccc(-c2cnc3c(c2)C(=O)N([C@H](C)CO)C[C@@H](C)[C@H](CN(C)Cc2ccc(C(=O)O)cc2)O3)cc1,3
C[C@H]1CN([C@@H](C)CO)C(=O)c2cc(C#CC3(O)CCCC3)cnc2O[C@@H]1CN(C)C(=O)C1CCOCC1,-2
Cc1noc(C)c1S(=O)(=O)Nc1ccc2c(c1)CC(=O)N([C@@H](C)CO)C[C@@H](C)[C@H](CN(C)C(=O)NC(C)C)O2,-4
C[C@H]1CN([C@@H](C)CO)C(=O)Cc2cc(NC(=O)C3CCCCC3)ccc2O[C@@H]1CN(C)Cc1ccc(C(=O)Nc2ccccc2N)cc1,3
CC(C)C#Cc1ccc2c(c1)O[C@@H](CN(C)S(C)(=O)=O)[C@H](C)CN([C@H](C)CO)S2(=O)=O,-7
C[C@@H]1CN([C@@H](C)CO)C(=O)c2cc(-c3ccccc3F)cnc2O[C@H]1CN(C)Cc1ccccc1F,2
C[C@@H]1CN([C@H](C)CO)C(=O)c2cc(NC(=O)Nc3ccccc3)ccc2O[C@@H](C)CCCCO[C@@H]1CN(C)C(=O)C1CCCCC1,-9
C[C@@H]1CN([C@@H](C)CO)C(=O)Cc2cc(NC(=O)CCC(F)(F)F)ccc2O[C@H]1CN(C)S(=O)(=O)c1cccs1,-11
C[C@H](CO)N1C[C@H](C)[C@H](CN(C)C)Oc2ccc(NC(=O)NC3CCCCC3)cc2CC1=O,5
Cc1noc(C)c1NC(=O)Nc1cccc2c1O[C@@H](CN(C)S(=O)(=O)c1ccc(F)cc1)[C@@H](C)CN([C@H](C)CO)C2=O,2
C[C@@H]1CN([C@@H](C)CO)C(=O)c2cccc(NC(=O)Nc3ccc(C(F)(F)F)cc3)c2O[C@H]1CN(C)C,2
CC(C)NC(=O)N[C@H]1CC[C@H](CC(=O)NCCCN(C)C)O[C@@H]1CO,0
COc1ccccc1-c1ccc2c(c1)O[C@H](CN(C)S(=O)(=O)c1ccc(F)cc1)[C@H](C)CN([C@@H](C)CO)S2(=O)=O,-10
Cc1noc(C)c1NC(=O)Nc1ccc2c(c1)C(=O)N([C@@H](C)CO)C[C@@H](C)[C@H](CN(C)C(=O)NC(C)C)OCCCC[C@H](C)O2,-1
COc1ccc(/C=C/c2cc(O)cc(O[C@@H]3O[C@H](CO)[C@@H](O)[C@H](O)[C@H]3O)c2)cc1,6&-3
c1ccc2cc(C3=NCCN3)ncc2c1,2
C[C@H]1CN([C@@H](C)CO)C(=O)Cc2cc(NC(=O)Cn3cnnn3)ccc2O[C@H]1CN(C)S(=O)(=O)c1ccccc1,-5
CCCCCCCCCCCCCC(=O)N[C@H](C)[C@@H](O)c1ccccc1,28
Cc1noc(C)c1NC(=O)Nc1cccc2c1O[C@H](CN(C)Cc1ccncc1)[C@@H](C)CN([C@H](C)CO)C2=O,4
COc1ccc(S(=O)(=O)N(C)C[C@@H]2OCc3ccccc3-c3c(n(C)c4ccccc34)C(=O)N([C@@H](C)CO)C[C@@H]2C)cc1,0
C[C@H](CO)N1C[C@H](C)[C@H](CN(C)C(=O)Nc2ccc(F)cc2)Oc2ccc(NC(=O)Nc3ccc(F)cc3)cc2CC1=O,-5
C[C@H](CO)N1C[C@H](C)[C@@H](CN(C)Cc2ccc(C(=O)O)cc2)Oc2ccc(NS(=O)(=O)c3ccc(F)cc3)cc2C1=O,1
CCC(=O)N(C)C[C@@H]1Oc2ncc(-c3ccccc3F)cc2C(=O)N([C@H](C)CO)C[C@@H]1C,3
COc1ccc(S(=O)(=O)N(C)C[C@H]2Oc3ccc(NC(=O)C4CCCCC4)cc3CC(=O)N([C@H](C)CO)C[C@H]2C)cc1,i
Cc1cc(C(=O)Nc2cccc3c2O[C@@H](CN(C)S(C)(=O)=O)[C@@H](C)CN([C@H](C)CO)C3=O)n(C)n1,-7
C[C@@H]1CCCCO[C@H](CN(C)C(=O)NC2CCCCC2)[C@@H](C)CN([C@H](C)CO)C(=O)c2cc(NC(=O)Nc3ccccc3)ccc2O1,-1
COc1ccc(NC(=O)Nc2ccc3c(c2)[C@@H]2C[C@H](CC(=O)N4CCCCC4)O[C@@H](CO)[C@@H]2O3)cc1,-3
C[C@@H]1CCCCO[C@@H](CN(C)C(=O)Nc2ccc(F)cc2)[C@@H](C)CN([C@@H](C)CO)C(=O)c2cc(NC(=O)Cc3ccccc3)ccc2O1,0
C[C@@H]1CN([C@H](C)CO)S(=O)(=O)c2ccc(C3=CCCCC3)cc2O[C@H]1CN(C)C(=O)C1CCOCC1,-2

# Structural class: the entries above with a COOH group.
SMILES,NSD2 inh
COc1ccc(-c2cnc3c(c2)C(=O)N([C@H](C)CO)C[C@@H](C)[C@H](CN(C)Cc2ccc(C(=O)O)cc2)O3)cc1,3
C[C@H](CO)N1C[C@H](C)[C@@H](CN(C)Cc2ccc(C(=O)O)cc2)Oc2ccc(NS(=O)(=O)c3ccc(F)cc3)cc2C1=O,1

# (next part)
SMILES,NSD2 inh
C[C@H]1CN([C@@H](C)CO)C(=O)c2cc(-c3cccnc3)cnc2O[C@@H]1CN(C)C(=O)Cc1cccnc1,0
CC(=O)N(C)C[C@H]1Oc2cc(-c3ccncc3)ccc2S(=O)(=O)N([C@H](C)CO)C[C@@H]1C,0
Cc1ccc(S(=O)(=O)Nc2ccc3c(c2)CC(=O)N([C@@H](C)CO)C[C@H](C)[C@@H](CN(C)Cc2ccc(C(=O)O)cc2)O3)cc1,6
CC(C)(C)OC(=O)N1CCC[C@H]1/C=N/NC(=O)CCCCCCC(=O)Nc1ccccc1O,2
COc1ccc(NC(=O)N(C)C[C@H]2Oc3ccc(N(C)C)cc3CC(=O)N([C@H](C)CO)C[C@H]2C)cc1,7
C[C@H](CO)N1C[C@H](C)[C@@H](CN(C)Cc2ccc(Oc3ccccc3)cc2)Oc2ccc(NC(=O)C3CC3)cc2CC1=O,14
CNC[C@H]1Oc2cc(-c3ccc(C(=O)N(C)C)cc3)ccc2S(=O)(=O)N([C@H](C)CO)C[C@@H]1C,7
C[C@H]1CN([C@@H](C)CO)C(=O)Cc2cc(NC(=O)Nc3ccc4c(c3)OCO4)ccc2O[C@H]1CN(C)C(=O)Nc1ccc2c(c1)OCO2,-1
O=C(C[C@@H]1C=C[C@@H](NC(=O)Nc2cccc(F)c2)[C@H](CO)O1)NCC1CCCCC1,4

# High-throughput results (PubChem)
